M. tuberculosis HTS – M. tuberculosis growth inhibition, HTS (AID 449762); M. tuberculosis H37Rv growth inhibition, 7H9 media; higher % means a stronger effect; one-dose inhibition, % at 25 µM; IC50 in µM for titrated hits; hit rate 0.59% among 330,000; in the data active = a potency from the dose series; inconclusive = inhibition above about 70% without an active follow-up result;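 also: bacterial growth assessed after seven days of incubation; strong numbers were not always called active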
VEEV TC-83 Vero – inhibitors of VEEV TC-83 cytopathic effect, confirmation, Vero cells (AID 588727); Vero cells, VEEV TC-83 cytopathic effect inhibition; higher % means a stronger effect; inhibition, % at 20 µM; hits with a dose series show IC50 in µM; hit rate 0.13% among 350,000; in the data active = a potency from the dose series; inconclusive = inhibition mostly from about 14% at the one dose, without a potency; inactive = the rest, 99 in 100 with inhibition below about 12%; also: strong numbers were not always called active
M. tuberculosis – growth inhibition of non-replicating M. tuberculosis (AID 488890); Mycobacterium tuberculosis non-replicating, growth inhibition; higher % means a stronger effect; inhibition, % at 25 µM, or IC50 in µM where a hit was titrated; hit rate 0.39% among 320,000; in the data active = a potency from the dose series; inconclusive = inhibition mostly from about 82% at the one dose, without a potency; inactive = the rest, 99 in 100 with inhibition below about 76%;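 also: plate controls were DMSO cells for no effect and high antibiotic wells for full effect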
H1N1 NS1A inhibition – NS1A inhibition, H1N1 influenza, cell based functional assay (AID 504329); NS1A functional cell-based assay, percent inhibition; higher % means a stronger effect; inhibition, % at 12.5 µM, or IC50 in µM where a hit was titrated; hit rate 0.3% among 340,000; in the data active = a potency from the dose series; inconclusive = inhibition above about 27% without an active follow-up result; also: strong numbers were not always called active
PhoP GFP inhibition – PhoP regulon inhibitors, Salmonella typhi PhoP promoter GFP reporter, confirmatory (AID 1850) | Salmonella Typhi PhoP-promoter GFP reporter, fluorescence, 4 h; higher % means a stronger effect | hit rate 0.33% among 310,000 | one-dose inhibition, % at 50 µM; IC50 in µM for titrated hits; in the data active = a potency from the dose series; inconclusive = inhibition mostly from about 25% at the one dose, without a potency; inactive = the rest, 99 in 100 with inhibition below about 19%;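 also: 0% = induced wells with vehicle and 100% = uninduced wells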
VEEV TC-83 Vero 10K pilot screen – second read-out of VEEV TC-83 Vero, no call of its own (marks repeat the call); inhibition, %; measured here: 10K pilot screen inhibition
An asterisk follows results filed as active; i = inactive; ? = inconclusive; / = not tested or not shown; & = joins results of further samples. Not a hit list. About 1.5% of those tested had a hit in this group.

SMILES	M. tuberculosis HTS	VEEV TC-83 Vero	M. tuberculosis	H1N1 NS1A inhibition	PhoP GFP inhibition	others
Cc1nc2c3cc(F)ccc3n(Cc3ccccc3F)c2s1	16%	0.7%	52%	0%	-4%
Cc1nn(CC(=O)c2ccccc2)c(=O)c2nn(-c3ccccc3F)c(C)c12	-4%	0.4%	-8%	26%	-8%
N#CCCn1cc(C(=O)N2CCCCC2)c(-c2cccc([N+](=O)[O-])c2)n1	-4%	2.4%	0%	0%	7%
Cc1sc2nc(SCC(=O)Nc3ccc(S(=O)(=O)NCCCC(=O)O)cc3)[nH]c(=O)c2c1C	-7%	i	-14%	1%	14%
CCN1C(=O)N[C@@H](c2cccc(F)c2)C(C(C)=O)=C1C	2%	0.1%	10%	9%	3%
CC[C@@H](O)C[C@H]1CCC[C@@]2(C[C@@H]3OC(=O)/C=C/[C@@](C)(O)[C@@H](O)[C@H](C)[C@@H](O)[C@H](OC4CCC(N(C)C)C(C)O4)[C@@H](O)[C@](C)(O)CCCCC/C=C/[C@@H]4CC(C)(C)O[C@@]4(O)C[C@H](O2)[C@H]3C)O1 (stereo partly specified)	/	31%	/	-20%	/
Cc1cc(C)n2nc(SCC#N)nc2n1	-8%	0.3%	1%	3%	-13%
CCCn1nnc(NC(=O)c2ccc(OC)cc2)n1	-9%	i	9%	-4%	-2%	VEEV TC-83 Vero 10K pilot screen=0.3
Cc1ccccc1N(CC(=O)N1CCN(c2ccccc2)CC1)S(C)(=O)=O	-9%	5.8%	13%	-3%	15%
Cc1ncc(CO)c2cc(C(=O)Nc3cccc(F)c3)c(=Nc3cccc(C(N)=O)c3)oc12	6%	1.6%	-10%	-1%	-17%
O=C(C1CCCO1)N1CCc2ccccc21 (stereo unspecified)	-4%	1.2%	10%	5%	2%
CC1CCC(C(=O)NC(C(=O)NCCN2CCC(C)CC2)C(C)C)CC1 (stereo unspecified)	/	2.0%	/	-3%	/
CC(C)(C)NS(=O)(=O)c1ccc(NC(=O)C2CCCO2)cc1 (stereo unspecified)	9%	i	8%	-4%	-8%
COc1ccc(C(=O)N/N=C(\C)CC(=O)Nc2ccc3c(c2)OCO3)cc1	-5%	0.6%	15%	-20%	8%
C=CCOc1ccc(/C=C2\SC(N)=NC2=O)cc1OC	7%	0.4%	65%	-9%	0%
CC(=O)Nc1ccc(NC(=O)COC(=O)c2c(C)nn(-c3ccccc3)c2C)cc1	-2%	12%	19%	3%	-6%
CCOC(=O)C1(CCCCCCOc2ccc(Cl)cc2)CO1 (stereo unspecified)	?	/	?	/	2%
Cc1ccccc1N1C(=O)c2ccccc2C1Nc1cccnc1 (stereo unspecified)	-5%	7.5%	8%	1%	-3%
Cc1cc(/C=C2/NC(=O)NC2=O)c(C)n1-c1cccnc1	-8%	1.1%	8%	-1%	-3%
O=S(=O)(NCc1csc(-c2cccnc2)n1)c1ccc(F)cc1	8%	i	7%	5%	10%

Next section, overlapping the part above by 4 compounds.
SMILES	M. tuberculosis HTS	VEEV TC-83 Vero	M. tuberculosis	H1N1 NS1A inhibition	PhoP GFP inhibition	others
CCOC(=O)C1(CCCCCCOc2ccc(Cl)cc2)CO1 (stereo unspecified)	?	/	?	/	2%
Cc1ccccc1N1C(=O)c2ccccc2C1Nc1cccnc1 (stereo unspecified)	-5%	7.5%	8%	1%	-3%
Cc1cc(/C=C2/NC(=O)NC2=O)c(C)n1-c1cccnc1	-8%	1.1%	8%	-1%	-3%
O=S(=O)(NCc1csc(-c2cccnc2)n1)c1ccc(F)cc1	8%	i	7%	5%	10%
CO/N=C/c1cn(-c2ccc(Cl)cc2)nn1	?	i	76%	-3%	4%
Cc1ccccc1OC(C)C(=O)Nc1cccnc1 (stereo unspecified)	-11%	1.1%	-8%	-2%	-8%
CC(C)OC(=O)CC12CN(C)CC(CC(=O)OC(C)C)(CN(C)C1)C2=O	1%	0.4%	-7%	8%	-5%
CNC(=O)c1[nH]cnc1C(=O)NCC(=O)OCc1ccccc1	1%	0.5%	6%	-8%	3%
Cc1ccccc1NC(=O)CN(C)S(=O)(=O)c1cccs1	-2%	0.7%	-1%	-1%	-2%
CC1CC(C)CN(C(=O)c2ccc(Br)c(S(=O)(=O)N3CCOCC3)c2)C1 (stereo unspecified)	-2%	1.3%	6%	-12%	/
CN(C)c1ccc(C=C2C(=O)OC(C)(C(C)(C)C)OC2=O)cc1 (stereo unspecified)	0%	1.4%	/	11%	-5%
C[C@H](CO)N1C[C@H](C)[C@@H](CN(C)S(=O)(=O)c2cccs2)Oc2c(NS(=O)(=O)c3ccc(F)cc3)cccc2C1=O	-1%	i	22%	-6%	/
O=C(NNC(=O)c1ccc(NC(=O)c2ccccc2)cc1)c1ccc(F)cc1	-4%	i	-17%	-13%	-6%
CC(=O)Nc1ccc(-c2nn[nH]n2)cc1Cl	-2%	0.8%	-15%	3%	-12%	VEEV TC-83 Vero 10K pilot screen=0.1
Cc1ccc(NC(=S)N/N=C/c2c(Cl)cccc2Cl)c(C)c1	-4%	11%	-37%	0%	-5%
Cc1oc(/N=C/c2ccccc2O)c(C#N)c1C	-1%	2.0%	-12%	-5%	2%
Cc1nn(CC(=O)NCc2ccc(C(=O)O)cc2)c(C)c1[N+](=O)[O-]	-5%	0.4%	-16%	2%	3%
CCn1c(=O)cc(NC2=NCC(C)CN2c2cccc(Cl)c2)n(C)c1=O (stereo unspecified)	4%	i	6%	-7%	-2%
O=C(Nc1ccccc1C(=O)Nc1ccccc1)c1ccco1	11%	1.6%	1%	-9%	-5%
CCn1c(COc2ccc(Cl)cc2)nnc1SCc1ccc(C#N)cc1	3%	5.9%	52%	0%	-1%
Cn1c(=O)c2c(SCC(=O)N3CCN(c4ccccc4)CC3)nc(C3CC3)nc2n(C)c1=O	-3%	9.2%	28%	22%	0%
CS(=O)(=O)c1ccc(Cl)c(NC(=O)COC(=O)c2ccc(F)cc2Cl)c1	-7%	0.2%	-31%	-1%	0%
O=C1OCCN1C(=O)[C@H]1[C@H](c2ccc(F)cc2)C(c2cccc(Cl)c2)=NN1c1ccccc1	/	0.4%	/	8%	/
COc1ccc(C(=O)COC(=O)c2c(-c3ccccc3)noc2C)c(OC)c1	-7%	7.9%	-1%	-11%	-3%

Already shown: entries from further up.
SMILES	M. tuberculosis HTS	VEEV TC-83 Vero	M. tuberculosis	H1N1 NS1A inhibition	PhoP GFP inhibition	others
Cc1ccccc1NC(=O)CN(C)S(=O)(=O)c1cccs1	-2%	0.7%	-1%	-1%	-2%
CC1CC(C)CN(C(=O)c2ccc(Br)c(S(=O)(=O)N3CCOCC3)c2)C1 (stereo unspecified)	-2%	1.3%	6%	-12%	/
CN(C)c1ccc(C=C2C(=O)OC(C)(C(C)(C)C)OC2=O)cc1 (stereo unspecified)	0%	1.4%	/	11%	-5%

The list goes on:
SMILES	M. tuberculosis HTS	VEEV TC-83 Vero	M. tuberculosis	H1N1 NS1A inhibition	PhoP GFP inhibition	others
COc1ccc(CCNC(=O)CCCNC(=O)Cn2cnc3sc(C)c(C)c3c2=O)cc1OC	-1%	0.3%	9%	-14%	-4%
COc1ccc(NC(=O)CC2SC(=NCC3CCCO3)NC2=O)cc1 (stereo unspecified)	-1%	0.6%	-27%	1%	10%
CCS(=O)(=O)N1N=C(c2cccc(NS(C)(=O)=O)c2)CC1c1ccccc1 (stereo unspecified)	3%	1.7%	/	-4%	-17%
CCOc1ccccc1N1CCN(C(=O)CNC(=O)c2ccccc2F)CC1	-16%	1.0%	-8%	-8%	-3%
Cc1cc(C(=O)COc2ccccc2C(N)=O)c(C)n1C1CC1	-4%	10%	21%	1%	2%
O=C(COC(=O)c1ccc(O)cc1O)Nc1ccc2ccccc2c1	-5%	24%	27%	-12%	/
COc1ccc(CCN2C(=O)NC(NC(=O)CCc3ccccc3)(C(F)(F)F)C2=O)cc1OC (stereo unspecified)	-8%	i	12%	33%	4%
O=C(CSc1cccc[n+]1[O-])Nc1c(Br)cc([N+](=O)[O-])cc1Br	-6%	i	-5%	-10%	7%
CCN(CC)S(=O)(=O)c1ccc(NC(=O)C2CC(=O)N(c3ccc4c(c3)OCCO4)C2)cc1 (stereo unspecified)	/	5.7%	/	-5%	/
Cc1ccc(-n2c(SCc3nc4ccccc4c(=O)[nH]3)nnc2-c2ccccc2O)cc1	5%	1.7%	9%	7%	-1%
COC(=O)c1ccc(C(=O)OC)c(NC(=O)CN2CCN(c3ccc(OC)cc3)CC2)c1	2%	4.2%	12%	3%	2%
Cc1ccc(-c2nc(N3CCN(C)CC3)c3ccccc3n2)cc1	13%	7.5%	36%	-27%	8%
COc1ccc(-c2cc(=NCCCCCC(=O)O)c3cc(C)ccc3o2)cc1	/	2.1%&1.2%	/	2%&8%	/
CC(C)CC(=O)Nc1ccc(S(=O)(=O)NCc2ccco2)cc1	1%	i	15%	4%	-1%
CCOC(=O)N1CCN(c2cc(=O)n(C)c(=O)n2C)CC1	-3%	0.6%	-14%	/	-2%
O=C(N/N=C/c1ccco1)C(O)C(O)C(=O)N/N=C/c1ccco1 (stereo unspecified)	3%	0.5%	-27%	-2%	17%
O=C(Cc1ccccc1)NCCc1cccc(Cl)c1	-2%	i	9%	0%	-5%
Cc1occc1C(=O)N/N=C/c1ccc(OCc2ccccc2)cc1	?	3.1%	64%	4%	11%
CCC(C)NS(=O)(=O)c1ccc(OCC(=O)Nc2ccc3c(c2)OCO3)cc1 (stereo unspecified)	-6%	0.2%	-5%	-3%	-6%
COc1ccc(S(=O)(=O)N2CCC(C(=O)N3CCCCC3)CC2)cc1Cl	5%	i	-15%	-7%	-9%
CC(NC(=O)c1cccc(Br)c1)c1ccccc1 (stereo unspecified)	1%	i	33%	8%	11%	VEEV TC-83 Vero 10K pilot screen=0.2
C/C(CCS(=O)(=O)c1ccccc1)=N/O	-3%	0.9%	-3%	2%	9%
COc1ccc(C(=O)Nc2ccccc2C(=O)Nc2ccccn2)cc1	-1%	0.4%	40%	0%	7%
O=S(Cc1ccc(Cl)cc1)c1ncc(CO)n1Cc1ccccc1 (stereo unspecified)	0%	0.7%	10%	-1%	-7%
Cc1ccc(S(=O)(=O)c2c(N)n(/N=C/c3ccco3)c3nc4ccccc4nc23)cc1C	5%	6.4%	5%	3%	-2%
NC(=S)NN=C1c2cc(S(=O)(=O)N3CCOCC3)ccc2-c2ccc(S(=O)(=O)N3CCOCC3)cc21	-5%	3.5%	-18%	-6%	0%	VEEV TC-83 Vero 10K pilot screen=5.1
CCN(CC)CCNC(=O)NC(=O)c1ccc(Cl)cc1	-12%	i	-4%	-2%	5%
Cc1ccc(N2CCN(S(=O)(=O)c3ccc(F)cc3)CC2)c(C)c1	2%	i	57%	-5%	-11%
CC1C=CCC2C(=O)N(c3cccc(C(=O)Nc4ccc(F)cc4)c3)C(=O)C12 (stereo unspecified)	-13%	1.8%	-9%	4%	-7%
c1ccc(-c2ncc(-c3ccn[nH]3)s2)cc1	7%	5.1%	-12%	3%	7%
COc1ccc(N2CCN(C(=O)c3cc4ccccc4o3)CC2)cc1	-3%	1.2%	15%	-1%	3%
O=C(NCc1ccccc1Cl)c1ccc2ccccc2n1	2%	i	14%	-11%	-8%
O=C(c1ccco1)N(Cc1ccc(Cl)cc1)Cc1ccco1	-2%	i	28%	1%	1%
CCN1/C(=C2/SC(=S)N(NC(C)=O)C2=O)Sc2ccc(OC)cc21	3%	5.2%	4%	-2%	-11%
O=C(CSc1nc2ccccc2o1)NCCOc1ccccc1	?	2.9%	?	-3%	6%
S=c1nc2ccccc2c2nc(-c3cccnc3)[nH]n12	-2%	0.9%	-4%	-8%	3%
CN=C1SC(CC(=O)Nc2ccc(F)cc2F)C(=O)N1/N=C(\C)c1cccc(OCC(=O)O)c1 (stereo unspecified)	14%	0.6%	-11%	-1%	1%
CC1([N+](=O)[O-])COP(=O)(Nc2ccc(F)cc2)OC1 (stereo unspecified)	/	1.4%	/	-19%	/
Cc1cc(C)n2c(SCC(=O)N(C)C3CCCCC3)nnc2n1	-11%	0.5%	-9%	-18%	-5%
COc1ccc(CN(C)C(C)C(=O)Nc2ccc(S(=O)(=O)N3CCCC3)cc2)c(OC)c1OC (stereo unspecified)	-1%	/	15%	/	-8%
CC1C(=O)Nc2ccccc2N1C(=O)c1c(F)cccc1F (stereo unspecified)	-7%	3.0%	-14%	-30%	-3%
Cc1nc(Nc2nc3ccccc3o2)nc(C)c1C	2%	i	32%	5%	9%
Cc1ccc(N=C2NC(=O)/C(=C/C=C/c3ccco3)S2)cc1C	69%	3.8%	49%	4%	-4%

Screening data as filed in PubChem.
